# Assay outcomes (PubChem BioAssay)
# Y pestis TopoI: Yersinia pestis topoisomerase I inhibitors, primary screen, biochemical, cleavage product accumulation, plate reader, single point | DNA topoisomerase I (Yersinia pestis CO92) | activity, % at 10 µM | 360,000 tested, 0.064% active | Y. pestis Topo-I cleavage product accumulation | AID 504884, 2011; in the data active = activity above about 50%, passing the limit was not always enough; also: inactives centre near 2
# Anthrax LF inh2: Bacillus anthracis LF protease inhibitors, primary screen, biochemical, multiplex microsphere, MLPCN library. Lethal factor (Bacillus anthracis), P15917. multiplex microsphere protease cleavage assay. inhibition, % at 10 µM. 360,000 tested, 0.12% active. AID 588501, 2011; also: plate controls were buffer without enzyme for full effect and enzyme alone for no effect
# BoNT-A LC inh2: BoNT/A light chain protease inhibitors, primary screen, biochemical, flow cytometry, MLPCN library | Botulinum neurotoxin type A light chain protease (Clostridium botulinum A str. ATCC 3502) | multiplex microsphere protease substrate cleavage | inhibition, % at 10 µM | 360,000 tested, 0.17% active | AID 588499, 2011; also: plate controls were buffer without enzyme for full effect and enzyme alone for no effect
# TcdB inh: TcdB glycohydrolase inhibitors, primary screen, biochemical, single point, plate reader | Toxin B (Clostridioides difficile), P18177 | TcdB glycohydrolase enzymatic assay | inhibition, % at 9.99 µM | 350,000 tested, 0.24% active | AID 652162, 2013; in the data active = inhibition above about 10%
# Target sequence (P18177 whole entry, looked up): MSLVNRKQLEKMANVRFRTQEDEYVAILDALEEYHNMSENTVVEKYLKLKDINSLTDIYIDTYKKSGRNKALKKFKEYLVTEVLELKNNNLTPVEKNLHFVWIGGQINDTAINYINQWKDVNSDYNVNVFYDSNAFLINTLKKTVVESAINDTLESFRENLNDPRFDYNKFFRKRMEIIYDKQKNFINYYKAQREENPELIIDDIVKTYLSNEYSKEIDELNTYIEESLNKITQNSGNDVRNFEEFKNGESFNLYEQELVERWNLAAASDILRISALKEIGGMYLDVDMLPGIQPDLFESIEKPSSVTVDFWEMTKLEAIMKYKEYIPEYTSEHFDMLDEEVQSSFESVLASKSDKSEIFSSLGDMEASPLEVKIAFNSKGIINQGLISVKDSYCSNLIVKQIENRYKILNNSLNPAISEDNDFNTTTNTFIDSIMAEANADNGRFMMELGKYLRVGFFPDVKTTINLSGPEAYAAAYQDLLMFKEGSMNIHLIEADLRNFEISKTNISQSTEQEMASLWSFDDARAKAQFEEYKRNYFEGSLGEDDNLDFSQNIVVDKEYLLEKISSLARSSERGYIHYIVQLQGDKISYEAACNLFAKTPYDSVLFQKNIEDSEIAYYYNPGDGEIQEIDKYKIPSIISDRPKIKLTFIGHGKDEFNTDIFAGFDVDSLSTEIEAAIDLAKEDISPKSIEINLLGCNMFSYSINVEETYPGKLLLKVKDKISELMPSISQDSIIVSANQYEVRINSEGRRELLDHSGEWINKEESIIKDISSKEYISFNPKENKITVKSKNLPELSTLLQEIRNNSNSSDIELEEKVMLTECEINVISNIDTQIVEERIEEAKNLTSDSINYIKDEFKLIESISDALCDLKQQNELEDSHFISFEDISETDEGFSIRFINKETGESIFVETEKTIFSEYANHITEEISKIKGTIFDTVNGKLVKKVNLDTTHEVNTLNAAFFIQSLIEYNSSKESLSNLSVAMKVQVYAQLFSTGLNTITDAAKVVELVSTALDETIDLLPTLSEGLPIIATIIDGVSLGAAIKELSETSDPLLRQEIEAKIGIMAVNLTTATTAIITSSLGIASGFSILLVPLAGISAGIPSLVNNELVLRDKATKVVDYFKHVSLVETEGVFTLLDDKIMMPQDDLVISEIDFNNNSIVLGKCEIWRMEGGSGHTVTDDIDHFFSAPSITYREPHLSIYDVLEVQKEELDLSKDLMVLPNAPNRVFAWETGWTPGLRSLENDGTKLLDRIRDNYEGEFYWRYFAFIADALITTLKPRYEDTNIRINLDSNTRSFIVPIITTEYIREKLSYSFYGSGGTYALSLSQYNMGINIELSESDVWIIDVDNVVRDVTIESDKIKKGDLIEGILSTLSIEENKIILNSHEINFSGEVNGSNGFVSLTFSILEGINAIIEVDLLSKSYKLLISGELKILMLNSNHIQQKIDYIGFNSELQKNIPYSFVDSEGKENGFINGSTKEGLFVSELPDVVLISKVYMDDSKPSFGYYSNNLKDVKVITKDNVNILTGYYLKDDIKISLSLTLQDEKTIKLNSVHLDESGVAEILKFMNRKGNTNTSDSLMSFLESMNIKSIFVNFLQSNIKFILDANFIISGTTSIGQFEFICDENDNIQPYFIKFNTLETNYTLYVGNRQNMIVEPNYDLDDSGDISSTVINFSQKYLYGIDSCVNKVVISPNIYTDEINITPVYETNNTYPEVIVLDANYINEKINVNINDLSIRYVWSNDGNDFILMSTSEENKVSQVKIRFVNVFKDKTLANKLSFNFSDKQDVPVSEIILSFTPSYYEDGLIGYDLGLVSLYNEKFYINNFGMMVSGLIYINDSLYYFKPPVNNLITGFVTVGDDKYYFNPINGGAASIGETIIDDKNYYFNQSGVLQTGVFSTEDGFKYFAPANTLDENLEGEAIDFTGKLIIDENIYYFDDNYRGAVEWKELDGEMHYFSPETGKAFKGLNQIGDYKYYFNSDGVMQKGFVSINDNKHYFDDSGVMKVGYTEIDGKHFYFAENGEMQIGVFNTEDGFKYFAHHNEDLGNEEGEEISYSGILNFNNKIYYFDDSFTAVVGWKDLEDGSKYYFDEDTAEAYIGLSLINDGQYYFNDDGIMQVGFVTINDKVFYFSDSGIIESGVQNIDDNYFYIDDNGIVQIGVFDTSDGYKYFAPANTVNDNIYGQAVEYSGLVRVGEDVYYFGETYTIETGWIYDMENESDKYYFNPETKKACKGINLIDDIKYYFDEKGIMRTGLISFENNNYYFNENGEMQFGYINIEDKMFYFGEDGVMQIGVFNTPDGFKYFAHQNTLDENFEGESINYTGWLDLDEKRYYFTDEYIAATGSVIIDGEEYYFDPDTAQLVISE
# DUSP3 inh: VHR1 phosphatase inhibitors, primary screen, biochemical, absorbance, uHTS; Dual specificity protein phosphatase 3 (Homo sapiens), P51452; recombinant VHR phosphatase, pNPP absorbance; inhibition, % at 13.3 µM; 290,000 tested, 0.52% active; AID 1654, 2009; in the data active = inhibition above about 50%; also: some compounds called inactive have numbers as strong as hits
# SARS 3CLpro inh: SARS-CoV 3CLpro protease inhibitors, primary screen, biochemical, quenched FRET | AID 1706, 2009 | recombinant SARS-CoV 3CLpro, quenched FRET peptide cleavage | Replicase polyprotein 1ab (Severe acute respiratory syndrome coronavirus), P0C6X7 | inhibition, % at 6 µM | 290,000 tested, 0.14% active; in the data active = inhibition above about 12%
# Vc quorum ag: inducers of Vibrio cholerae quorum light production without autoinducers, primary screen, BH1578 luxS cqsA deficient, single point. V. cholerae BH1578 lux reporter, luminescence, 6 h. AID 588436, 2011. activation, % at 18.7 µM. 350,000 tested, 0.16% active; in the data active = activation mostly above about 9.7%, no sharp cut-off; also: not every result past the cut was called active; inactives centre near 0; reference of the scale not given here
# SSB-PriA inh: inhibitors of Klebsiella pneumoniae PriA binding to SSB C-terminal tail, primary screen, biochemical, AlphaScreen | PriA–SSB C-terminal tail interaction (Klebsiella pneumoniae) | AlphaScreen SSBct-PriA binding, biotinylated peptide | inhibition, % at 33 µM | 430,000 tested, 0.6% active | AID 1272365, 2023; in the data active = inhibition mostly above about 37%, no sharp cut-off; inactive = mostly below about 20%;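 also: plate controls were negative control peptide for no effect and reference peptide for full effect; strong numbers were not always called active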
# CCHFV vOTU inh: CCHFV vOTU protease inhibitors, primary screen, biochemical, Pep-AMC substrate, fluorescence | AID 651958, 2012 | inhibition, % at 11.5 µM | Crimean-Congo hemorrhagic fever virus L polyprotein viral ovarian tumor (vOTU) protease … | 370,000 tested, 0.55% active; in the data active = inhibition above about 30%; also: 0% = vehicle wells with enzyme and 100% = no enzyme wells
# PfHsp40 yeast: rescue of yeast from PfHsp40 toxicity, primary screen, S. cerevisiae, ATP luminescence | S. cerevisiae expressing PfHsp40, growth rescue | growth rescue, % at 12.5 µM | 340,000 tested, 0.68% active | AID 504582, 2011; in the data active = growth rescue above about 28%, passing the limit was not always enough;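 also: yeast W303a lacking pdr1 and pdr3 grown in galactose medium; growth measured after three days at 30 °C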
# * = called active by the depositor; i = inactive; · = not tested or not shown. Rule as the data show it, unless noted: active = inhibition above about 30%; inconclusive = no clear call, values can overlap the other calls; inactive = below that. An excerpt, so the mix of outcomes need not match the whole.
1	COc1ccc2nc(N3CCN(C(=O)c4ccc([N+](=O)[O-])o4)CC3)sc2c1
2	Cn1nnnc1SCC1=C(C(=O)O)N2C(=O)[C@@H](NC(=O)[C@H](O)c3ccccc3)[C@H]2SC1
3	COc1cc(OC)cc(-c2cc3ncccc3cn2)c1
4	CCOC(=O)CCCCC(=O)c1[nH]c(=O)[nH]c1CSc1nc(C)cc(=O)[nH]1
5	COc1ccc(NC(=O)c2cc(C)no2)cc1
6	COC(=O)C(C)Sc1nnc2n(-c3cccc(C)c3)c(=O)c3c4c(sc3n12)CCCC4 (stereo unspecified)
7	CCNc1nc(NC(C)(C)C)nc(SCC(N)=O)n1
8	CSCCC(N=C(NS(=O)(=O)c1ccc(Br)cc1)c1ccccc1)C(=O)O (stereo unspecified)

assay / compound	1	2	3	4	5	6	7	8
Y pestis TopoI	5	9	-8	0	1	4	-1	1
Anthrax LF inh2	-2	-6	-1	4	-12	-6	-2	4
BoNT-A LC inh2	0.9	-0.5	1.1	7.6	-2.6	-1.8	0.4	0.1
TcdB inh	-4.3	·	4.2	3.7	-0.2	8.1	1.2	0.5
DUSP3 inh	·	28	·	0	2	23	6	-8
SARS 3CLpro inh	·	-3	·	-1	-8	-2	1	2
Vc quorum ag	-10	0.8	-0.6	-0.2	-0.6	0.0	i	-0.2
SSB-PriA inh	-4	-7	2	11	1	-6	-11	-10
CCHFV vOTU inh	8	·	9	11	9	-5	-9	-4
PfHsp40 yeast	-0.4	-0.6	-1.2	1.8	-1.1	-0.4	-1.3	-0.4

9	CCOC(=O)CC1(C)NC(C(=O)O)C(C)(C)S1 (stereo unspecified)
10	COc1ccc(S(=O)(=O)N(C)CC(=O)N2CCCCCC2)cc1
11	COc1ccccc1OCC(=O)Nc1nc(C)c(C)s1
12	CCC(=O)N(CCC(Cc1ccccc1)c1ccc2c(c1)OCO2)Cc1ccccc1F (stereo unspecified)
13	CCOc1cc(C2C(C#N)=C(N)OC(C)=C2C(C)=O)cc(Br)c1O (stereo unspecified)
14	COc1cccc(/C=N/NC(=O)CCn2cnc3ccccc32)c1
15	CC1(C(=O)NS(=O)(=O)c2cccc(C#N)c2)CCN1C(=O)CC1CCCCC1 (stereo unspecified)
16	CCCCN(C(=O)C1CC(=O)N(c2ccc3c(c2)OCCO3)C1)c1c(N)n(CC(C)C)c(=O)[nH]c1=O (stereo unspecified)

assay / compound	9	10	11	12	13	14	15	16
Y pestis TopoI	8	3	-3	46	-2	-5	0	-10
Anthrax LF inh2	4	-6	2	-1	2	-3	0	-1
BoNT-A LC inh2	-0.3	-0.4	-2.8	-0.6	1.5	-2.0	-0.2	-3.7
TcdB inh	0.7	0.6	-0.1	·	·	0.0	-1.5	-0.9
DUSP3 inh	·	-2	26	8	50*	20	·	·
SARS 3CLpro inh	·	3	-7	1	-1	1	·	·
Vc quorum ag	-1.9	-0.9	-0.1	-0.6	i	-0.7	-1.1	-0.9
SSB-PriA inh	-7	-14	8	-2	-10	i	·	-15
CCHFV vOTU inh	3	8	1	21	-13	-8	5	7
PfHsp40 yeast	-1.5	-0.8	-1.7	3.9	-0.8	1.9	·	-1.1

# Sorted by SMILES length (smallest number first): part of the list above.
9	CCOC(=O)CC1(C)NC(C(=O)O)C(C)(C)S1 (stereo unspecified)
8	CSCCC(N=C(NS(=O)(=O)c1ccc(Br)cc1)c1ccccc1)C(=O)O (stereo unspecified)
6	COC(=O)C(C)Sc1nnc2n(-c3cccc(C)c3)c(=O)c3c4c(sc3n12)CCCC4 (stereo unspecified)

assay / compound	9	8	6
Y pestis TopoI	8	1	4
Anthrax LF inh2	4	4	-6
BoNT-A LC inh2	-0.3	0.1	-1.8
TcdB inh	0.7	0.5	8.1
DUSP3 inh	·	-8	23
SARS 3CLpro inh	·	2	-2
Vc quorum ag	-1.9	-0.2	0.0
SSB-PriA inh	-7	-10	-6
CCHFV vOTU inh	3	-4	-5
PfHsp40 yeast	-1.5	-0.4	-0.4

# (more compounds)
17	O=C(Oc1cc(-c2ccccc2)no1)c1cccc(C(F)(F)F)c1
18	CCOc1ccc(S(=O)(=O)N/N=C(\C)C2CCCCC2)cc1
19	COc1cc(C(=O)N2Cc3ccccc3-n3nncc3C2)cc(OC)c1OC
20	Cc1ccc(SCC(=O)Nc2nccs2)cc1
21	COc1ccc(NS(=O)(=O)c2cccc(C(=O)NNC(=O)CNC(=O)c3ccccc3)c2)cc1
22	COc1ccc(S(=O)(=O)Nc2c(C)c(C)cc3c2ncn3C)cc1
23	Cc1occc1C(=O)NCc1nc(-c2ccccc2)no1
24	CCC(C)NC(=O)CCc1c(C)nc2c(c(C)nn2-c2ccccc2)c1C (stereo unspecified)

assay / compound	17	18	19	20	21	22	23	24
Y pestis TopoI	1	16	2	8	-5	1	0	4
Anthrax LF inh2	-1	-2	6	0	-1	0	-13	-14
BoNT-A LC inh2	-0.5	-0.7	-0.3	-0.4	-1.1	-0.1	-2.5	-1.9
TcdB inh	·	-1.4	0.9	·	2.5	1.0	1.5	1.3
DUSP3 inh	0	2	·	5	-4	12	8	·
SARS 3CLpro inh	-2	2	·	0	-5	5	1	-5
Vc quorum ag	i	-0.4	-0.2	i	0.3	-0.4	i	i
SSB-PriA inh	-15	·	·	-8	7	-7	8	0
CCHFV vOTU inh	-2	3	-3	9	-1	-5	12	-8
PfHsp40 yeast	-0.8	-1.1	·	20	-0.8	-0.3	-0.8	1.3

25	COc1ccc(OC)c(N(CC(=O)NCc2ccccc2)S(=O)(=O)c2ccc(OC)c(OC)c2)c1
26	CN1CCCN=C1/C=C/c1cccs1
27	Nc1[nH]n(-c2ccccc2)c(=O)c1N=Nc1ccccc1[N+](=O)[O-]
28	COc1ccc(C(=O)N2CCN(c3ncnc4c(-c5ccccc5)nsc34)CC2)cc1
29	CCN1C(=O)[C@H]2[C@@H](c3ccc(C(F)(F)F)cc3)N[C@]3(CCCN(Cc4ccco4)C3=O)[C@H]2C1=O
30	CNC(=O)CSCc1c(Cl)cccc1Cl
31	Brc1cc(Br)c(Oc2cc(Br)c(Br)cc2Br)cc1Br
32	O=C(Nc1ccc(F)cc1)c1ccccc1Oc1ccc(C(F)(F)F)cc1[N+](=O)[O-]

assay / compound	25	26	27	28	29	30	31	32
Y pestis TopoI	2	-9	-1	-3	3	-4	5	2
Anthrax LF inh2	0	-2	-1	-6	-8	-9	-6	0
BoNT-A LC inh2	-2.7	1.3	-2.6	0.6	-0.1	-0.9	-0.2	0.1
TcdB inh	-1.2	-0.8	·	·	-0.4	·	0.0	·
DUSP3 inh	-11	29	30	-11	·	12	·	1
SARS 3CLpro inh	-1	4	2	1	·	-3	·	2
Vc quorum ag	i	i	i	i	-0.4	i	-0.3	i
SSB-PriA inh	-1	-33	-11	-8	·	-11	-2	38
CCHFV vOTU inh	-9	17	-6	1	12	8	4	31*
PfHsp40 yeast	-1.6	-0.2	1.1	0.9	·	-0.1	-0.6	4.3

33	COCCn1c(-c2ccc(OC)cc2)nc2ccccc21
34	Cc1cc(N2C(=O)C(O)=C(C(=O)c3ccc(C)o3)C2c2cccs2)no1 (stereo unspecified)
35	O=C(CN1CCCC1)Nc1ccc(-c2nc3cc(NC(=O)CN4CCCC4)ccc3o2)cc1
36	CCCN(C(=O)CSc1nc2cc(S(=O)(=O)N(CC)CC)ccc2o1)C1CCS(=O)(=O)C1 (stereo unspecified)
37	COc1ccc(N2C(=O)C(CN3CCN(C)CC3)C2c2ccccc2)cc1 (stereo unspecified)
38	COc1cc(/C=N/n2cnnc2)ccc1OC(=O)c1ccco1
39	COP(=O)(/C=C/c1ccccc1)C(O)c1ccc(F)cc1 (stereo unspecified)
40	Cc1nc(C#N)c(N/N=C/c2cccc(Cl)c2)o1

assay / compound	33	34	35	36	37	38	39	40
Y pestis TopoI	-2	8	-2	-4	2	2	4	-6
Anthrax LF inh2	-2	6	1	·	5	0	-6	0
BoNT-A LC inh2	0.4	0.2	-0.1	·	0.7	0.1	-0.7	0.0
TcdB inh	·	·	·	-8.5	1.8	0.5	·	3.1
DUSP3 inh	6	10	-11	·	31	1	22	4
SARS 3CLpro inh	-5	3	-3	·	3	1	-2	1
Vc quorum ag	i	-3.4	2.9	0.7	-0.6	0.0	-2.1	-0.3
SSB-PriA inh	-22	10	-6	-23	-7	·	6	·
CCHFV vOTU inh	0	-5	-75	10	-5	0	9	12
PfHsp40 yeast	-1.3	-0.8	0.1	-0.2	0.9	0.3	0.3	-0.1

41	Cc1cc(C)c(C)c(S(=O)(=O)N[C@@H](C)C(=O)OC(C)C(=O)NC(N)=O)c1C (stereo partly specified)
42	CSc1ccccc1NC(=O)CN(C)CC(=O)Nc1cc(C)ccc1C
43	Cc1ccc(CN(C(=O)c2csnn2)C(C(=O)NC2CCCC2)c2ccco2)cc1 (stereo unspecified)
44	O=C(COc1ccc(/C=N/NC(=O)C(=O)N2CCCCCC2)cc1)Nc1ccccc1Cl
45	CCc1cc[n+](CC(=O)Nc2ccc(Cl)cc2Cl)cc1
46	Cc1ccccc1NS(=O)(=O)c1ccc(OCC(=O)NCc2ccco2)cc1
47	CCN1CCC(O)(C#Cc2ccccc2)CC1
48	COc1cccc(CNC(=O)CCC(=O)N2CCSc3ccccc32)c1OC

assay / compound	41	42	43	44	45	46	47	48
Y pestis TopoI	3	16	17	6	6	5	-4	10
Anthrax LF inh2	0	-1	5	3	1	-2	-4	10
BoNT-A LC inh2	-0.5	0.1	-2.1	0.1	-0.7	-0.6	-0.8	-0.5
TcdB inh	0.6	1.7	1.2	-0.7	0.1	·	-0.1	4.2
DUSP3 inh	-1	19	-3	-12	18	13	-14	45
SARS 3CLpro inh	-2	-4	-3	-4	1	4	-1	-2
Vc quorum ag	-0.3	-0.2	-0.2	-0.3	0.0	-0.8	-13	1.7
SSB-PriA inh	-10	-12	-31	·	-11	-6	3	-6
CCHFV vOTU inh	-13	-1	5	1	-9	13	13	21
PfHsp40 yeast	0.8	1.4	-0.6	0.8	0.3	0.2	-0.1	-1.1

49	Cc1cccc(N2C(=O)N3[C@@H]4c5ccccc5OC[C@@H]4[C@@H](c4ccccc4)[C@@]3(C)C2=O)c1
50	CCN1CCN(c2nc3c(c(=O)[nH]c(=O)n3C)n2Cc2ccccc2)CC1
51	C[C@@H](NC(=O)[C@@H]1Cc2ccccc2CN1)C(=O)Nc1ccc2c(c1)OCCO2
52	Cc1nc(SCc2ccccc2)n[nH]1
53	O=S(=O)(Nc1nccs1)c1ccc(F)cc1
54	O=C(O)CSc1nnc(-c2ccco2)o1
55	CC(C)(C)N(Cc1ccccc1)C(=O)COC(=O)c1ccc(S(=O)(=O)N2CCOCC2)cc1

assay / compound	49	50	51	52	53	54	55
Y pestis TopoI	-1	7	1	-2	6	4	-6
Anthrax LF inh2	2	3	1	·	-3	-1	-3
BoNT-A LC inh2	-0.2	-4.1	0.4	·	-0.3	-0.4	-0.5
TcdB inh	0.7	2.5	1.7	0.4	0.3	·	0.9
DUSP3 inh	5	1	18	15	0	18	·
SARS 3CLpro inh	-1	0	5	-2	3	-1	·
Vc quorum ag	-0.3	i	0.2	i	i	7.1	-2.7
SSB-PriA inh	-22	4	2	8	-13	-7	-21
CCHFV vOTU inh	9	9	0	1	13	6	5
PfHsp40 yeast	1.5	0.9	1.6	-1.1	-0.8	0.2	0.7
